NR2F2 inh – inhibitors of human COUP-TFII (NR2F2); 0.7% of 370,000 active; AID 686940; HEK293T NGFI-A luciferase reporter, luminescence; inhibition, % at 8.6 µM;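 active = inhibition above a per-plate cutoff, mean inhibition of test wells between control levels plus 3 SD, cut at about 38% in these data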;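 also: cells cotransfected with COUP-TFII expression vector driving the NGFI-A reporter; 0% = median of COUP-TF2 test wells and 100% = reporter-only cells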
TLR9-MyD88 inh – inhibitors of human TLR9-MyD88 binding; Q9NR96+Q99836; CHO BLA complementation TLR9-MyD88, CCF4 FRET ratio; inhibition, % at 4.98 µM; 0.21% of 340,000 active;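 active = inhibition above the mean over all tested compounds plus 3 SD, cut at about 21% in these data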;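 also: 0% = DMSO only wells and 100% = clavulanate BLA inhibitor control wells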
SRC1 inh – inhibitors of human steroid receptor coactivator 1 (SRC1). Q15788. HEK293 GAL4-SRC1 luciferase reporter, luminescence. inhibition, % at 3.6 µM. 0.12% of 360,000 active;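 active = inhibition above the campaign mean plus 3 SD, with each screening campaign given its own cutoff, cut at about 60% in these data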;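 also: 0% = DMSO treated cells and 100% = gossypol at 36 µM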
NCOA2 inhibitor – inhibits human steroid receptor coactivator 2; HEK293 GAL4-SRC2 luciferase reporter, luminescence; Q15596; 0.17% of 370,000 active; AID 651957; inhibition, % at 9 µM;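 active = inhibition above the mean inhibition of all tested compounds plus 3 SD, set per campaign, cut at about 52% in these data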;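 also: 0% = DMSO treated cells and 100% = cells given Gossypol at 36 µM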
Granule exo inh – lytic granule exocytosis inhibition | TALL-104 LAMP-1 surface exposure, flow cytometry; cells stimulated with thapsigargin and PMA | inhibition, % at 10 µM | 0.66% of 360,000 active;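 active = inhibition above about 55%, limit read from the data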
NOD2 RIPK2 PPI – inhibitors of human NOD2-RIPK2 interaction. inhibition, % at 4.98 µM. CHO BLA complementation NOD2-RIPK2, CCF4 ratio. AID 624267. 0.38% of 360,000 active; in the data active = inhibition above about 21%;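 also: 0% = vehicle only and 100% = reference blocker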
Target sequence (O43353 whole entry, looked up): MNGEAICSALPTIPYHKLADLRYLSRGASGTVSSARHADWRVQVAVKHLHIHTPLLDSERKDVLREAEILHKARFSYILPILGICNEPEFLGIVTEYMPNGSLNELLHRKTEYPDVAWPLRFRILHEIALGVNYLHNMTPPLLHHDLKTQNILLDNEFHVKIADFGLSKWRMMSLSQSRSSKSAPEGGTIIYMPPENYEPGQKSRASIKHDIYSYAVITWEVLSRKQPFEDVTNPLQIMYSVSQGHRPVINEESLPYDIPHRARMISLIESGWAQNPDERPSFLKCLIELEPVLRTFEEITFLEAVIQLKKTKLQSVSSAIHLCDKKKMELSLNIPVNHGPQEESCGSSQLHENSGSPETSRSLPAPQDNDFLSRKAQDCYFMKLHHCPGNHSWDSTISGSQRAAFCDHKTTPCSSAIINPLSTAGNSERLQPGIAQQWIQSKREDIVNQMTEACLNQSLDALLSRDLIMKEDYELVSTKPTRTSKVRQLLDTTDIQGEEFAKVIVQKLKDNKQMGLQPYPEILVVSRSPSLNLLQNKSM
TWEAK Fn14 block – TWEAK-Fn14 signaling inhibition | inhibition, % at 10 µM | AID 1159606 | TWEAK-stimulated Fn14 reporter cells, luciferase luminescence, 8 h | 2% of 360,000 active; in the data active = inhibition above about 50%
NCOA3 inh – human NCOA3 inhibition | Q9Y6Q9 | HEK293 GAL4-SRC3 luciferase reporter, luminescence | inhibition, % at 3.6 µM | 0.17% of 360,000 active | AID 588352;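 active = inhibition above a per-campaign cutoff, the mean of all compounds plus 3 SD, cut at about 60% in these data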;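 also: 0% = DMSO-treated cells and 100% = gossypol-treated cells at 36 µM; higher means less SRC3-driven luciferase light from the GAL4 reporter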
TROY NFkB inh – inhibitors of TROY-dependent NF-kB signaling; Q293 LMP1-TROYcd NF-kB luciferase reporter, 4 h; inhibition, % at 10 µM; 0.98% of 360,000 active; AID 1347056;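 active = compounds whose plate-normalised and pattern-corrected inhibition of the luciferase reporter signal at the single screening dose is 50% or more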
LRH-1 inv ag – suppresses constitutive activity of human LRH-1; HEK293T StAR-luciferase reporter, LRH-1 transfected, 24 h; inhibition, % at 3.6 µM; O00482; 0.13% of 360,000 active; AID 602396;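 active = inhibition above the mean inhibition of all tested compounds plus 3 SD, cut at about 73% in these data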;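 also: 0% = DMSO wells and 100% = reporter-only cells lacking LRH-1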
Target sequence (O00482 whole entry, looked up): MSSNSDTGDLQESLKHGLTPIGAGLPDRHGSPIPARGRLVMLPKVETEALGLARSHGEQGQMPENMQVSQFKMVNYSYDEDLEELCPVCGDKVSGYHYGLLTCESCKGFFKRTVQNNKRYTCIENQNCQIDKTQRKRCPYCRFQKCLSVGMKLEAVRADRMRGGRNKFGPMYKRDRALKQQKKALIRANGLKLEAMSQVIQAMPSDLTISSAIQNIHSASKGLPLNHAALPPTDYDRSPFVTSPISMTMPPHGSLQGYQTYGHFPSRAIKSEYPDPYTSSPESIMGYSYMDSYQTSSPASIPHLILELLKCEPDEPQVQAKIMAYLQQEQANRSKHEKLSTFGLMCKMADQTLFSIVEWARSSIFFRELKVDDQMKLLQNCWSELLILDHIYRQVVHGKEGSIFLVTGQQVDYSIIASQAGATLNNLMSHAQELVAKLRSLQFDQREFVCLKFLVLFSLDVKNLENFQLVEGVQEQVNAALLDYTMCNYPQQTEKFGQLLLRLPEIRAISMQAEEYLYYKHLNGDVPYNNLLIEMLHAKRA
ABHD5 PLIN5 PPI – blocks binding of human ABHD5 to perilipin-5 | Q00G26+Q8WTS1 | Split G. princeps luciferase complementation, luminescence, 4 h | inhibition, % at 4 µM | 0.78% of 360,000 active;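 active = inhibition above the mean inhibition across every tested compound plus 3 SD, cut at about 22% in these data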;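 also: 0% = DMSO only wells and the 100% control is not disclosed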
Active calls of the source: *; nt = no result given. These rows are one share of the data (hit frequency here may not be typical).

SMILES	NR2F2 inh	TLR9-MyD88 inh	SRC1 inh	NCOA2 inhibitor	Granule exo inh	NOD2 RIPK2 PPI	TWEAK Fn14 block	NCOA3 inh	TROY NFkB inh	LRH-1 inv ag	ABHD5 PLIN5 PPI
CCOc1cc(/C=N\NC(=O)CC(=O)NCCc2ccccc2)ccc1O	0	8	-2	5	4	-11	16	18	-10	10	6
O=C(NNC1CC(=O)N(c2ccc3c(c2)OCCO3)C1=O)c1ccc(Cl)cc1 (stereo unspecified)	-11	-9	6	4	7	-6	5	10	18	-1	-1
CCC(C)(C(=O)NC1CCCC1)N(Cc1cccs1)C(=O)c1ccc2c(c1)OCO2 (stereo unspecified)	7	-3	6	7	-5	-4	4	20	-3	1	0
CCC(C)Sc1nc2c(cnn2-c2ccccc2)c(=O)[nH]1 (stereo unspecified)	4	-4	-9	-17	-2	-6	8	-10	-2	16	-7
O=C(COS(=O)c1ccccc1)Nc1cc(Cl)ccc1N1CCOCC1 (stereo unspecified)	7	3	-5	8	-12	2	-6	9	4	-18	-3
CC(C)C(CCNC1CCN(C)CC1)c1ccc(Cl)cc1 (stereo unspecified)	-7	8	-7	16	0	1	1	8	-15	14	13
Cc1cccc(N2NC(=O)/C(=C/c3ccc(-c4ccc(Cl)c(C(=O)O)c4)o3)C2=O)c1	-6	2	5	1	0	2	6	7	12	-1	-2
CCCCc1c(C)[nH]c(C(=O)OCC)c1C	-11	6	-8	-25	3	-1	7	14	6	13	-4
COc1ccc(C2N(c3ccccc3)C(=O)C2(F)F)cc1OC (stereo unspecified)	22	0	3	0	6	-3	-10	-19	7	-8	-5
Cc1ccc(C)n1-c1c(C(=O)NN)cnn1-c1ccccc1	11	6	-4	10	0	2	-8	13	9	7	2
COC(=O)c1cc(NS(=O)(=O)c2ccc(NCc3cccnc3)c([N+](=O)[O-])c2)cc(C(=O)OC)c1	4	-5	6	3	-3	-7	11	16	6	-10	6
Cc1ccc(NCC(O)Cn2cnc3c2c(=O)n(C)c(=O)n3C)cc1 (stereo unspecified)	1	13	3	21	-4	-3	12	2	1	12	2
Cn1cnc2nc[nH]c2c1=O	-1	0	-13	-12	7	-9	-14	23	-10	-11	3
C[C@@H]1CN([C@@H](C)CO)C(=O)c2cccc(NS(C)(=O)=O)c2O[C@H]1CN(C)CC1CCCCC1	3	5	-9	6	0	10	9	9	-19	-9	1
C=C1CCN([C@H](C(=O)NCc2ccc(Cl)cc2)C(C)C)S(=O)(=O)c2ccccc21	12	-11	-21	-3	-1	-3	12	-1	-21	-29	-10
CC1(C)Cc2nc(-c3ccccc3)nc(NNC(=O)c3ccco3)c2CO1	-6	-4	-20	-30	-2	-12	7	9	-1	-16	0
Cc1ccc(C)c(OCc2cc(C(=O)N(C)Cc3ccccn3)no2)c1	5	4	-11	-35	-7	-14	-22	-17	-61	-12	-3
O=C(Nc1ccc(S(=O)(=O)NC2CCCCC2)cc1)c1ccc(Br)o1	29	-3	11	4	6	9	0	24	32	7	-2
O=C(O)CSc1nc2c(cnn2-c2ccccc2)c(=O)n1-c1ccc(Br)cc1	7	0	-7	-12	0	-6	-9	11	-6	4	-1
COc1cccc(C(=O)/C=C/c2ccc(OCC#N)c(OC)c2)c1	18	2	-8	21	3	5	84*	47	1	14	55*
Cn1c(C(=O)NCCN2CCOCC2)cc2c(=O)n(C)c3ccccc3c21	-14	-7	-3	-28	-3	3	-40	16	-11	-4	4
Cc1ccc(C(=O)NCCNC(=O)c2ccco2)cc1C	-5	-1	-2	4	-8	2	7	-4	-6	-11	1
CO/N=C\CC(=O)Nc1ccc(Cl)cc1Cl	-12	1	-3	11	1	5	15	7	14	-2	3
C=CC[n+]1c(-c2ccc(OC)c(OC)c2)csc1NNC(=O)Nc1ccccc1	16	0	-2	12	-2	-5	38	25	30	-21	-11
Cc1cc(C)c(C(=O)N2CCCC(Nc3ccc(F)cc3)C2)o1 (stereo unspecified)	-13	-115	-13	17	0	-5	-7	8	19	-11	8
O=S(=O)(c1ccc2ccccc2c1)N1CCN(c2ccc(O)cc2)CC1	-14	-16	2	13	0	-13	-45	-2	-10	12	0
COc1ccccc1OCCC(=O)OCC(=O)c1[nH]c(C)c(C(C)=O)c1C	4	7	-3	-19	-2	8	4	7	3	20	0
CC(C)(C)NC(=O)CN(C(=O)CCC(=O)Nc1nccs1)c1ccc(F)c(Cl)c1	-13	-11	-65	-5	-2	-2	-9	-6	-1	3	-8
Cc1ccc(S(=O)(=O)NN(Cc2ccccc2)Cc2ccccc2)cc1	-15	2	-24	-37	-6	-10	1	-5	-9	1	-16
CCCCn1c(N)c(N(CC)C(=O)CN2C(=O)NC(C)(c3ccccc3)C2=O)c(=O)[nH]c1=O (stereo unspecified)	-4	9	0	21	2	6	7	9	2	9	1

Complete entries as entered above. Values in the order: NR2F2 inh | TLR9-MyD88 inh | SRC1 inh | NCOA2 inhibitor | Granule exo inh | NOD2 RIPK2 PPI | TWEAK Fn14 block | NCOA3 inh | TROY NFkB inh | LRH-1 inv ag | ABHD5 PLIN5 PPI
CO/N=C\CC(=O)Nc1ccc(Cl)cc1Cl is listed with -12 | 1 | -3 | 11 | 1 | 5 | 15 | 7 | 14 | -2 | 3
C=CC[n+]1c(-c2ccc(OC)c(OC)c2)csc1NNC(=O)Nc1ccccc1 is listed with 16 | 0 | -2 | 12 | -2 | -5 | 38 | 25 | 30 | -21 | -11

The listing continues.
SMILES	NR2F2 inh	TLR9-MyD88 inh	SRC1 inh	NCOA2 inhibitor	Granule exo inh	NOD2 RIPK2 PPI	TWEAK Fn14 block	NCOA3 inh	TROY NFkB inh	LRH-1 inv ag	ABHD5 PLIN5 PPI
CCOC(=O)C1CCN(C(=O)C(C)Oc2ccc(Br)cc2)CC1 (stereo unspecified)	-15	-5	6	-18	-3	-5	-9	1	8	-3	-2
COc1ccc(N(C(=O)c2ccc(C)cc2)S(=O)(=O)c2cccs2)cc1	4	-17	-20	-7	7	10	16	-5	22	2	-2
Nc1nnc(SCc2cn3cc(Cl)ccc3n2)s1	-30	-8	-83	-36	1	-13	-9	-52	-70	-73	2
CC1(C)Cc2c(c(-c3ccco3)nc3sc4c(NCC5CCCO5)ncnc4c23)CO1 (stereo unspecified)	13	1	-3	16	-2	-2	-12	-8	9	12	6
Nc1ccc(C(=O)Nc2ccc3nc(-c4ccncc4)[nH]c3c2)cc1	10	-1	11	4	-10	-5	-26	-4	-11	0	1
O=C(NCC(c1cccs1)N1CCOCC1)c1cc(F)cc(F)c1 (stereo unspecified)	7	4	9	-24	0	-4	-5	23	13	38	12
COc1ccc(/C=C(\NC(=O)/C=C/c2ccco2)C(=O)NCCc2nc3ccccc3[nH]2)cc1	14	-6	15	0	21	-5	7	-1	1	13	23*
COc1cc(OC)cc(C(=O)Nn2cc(C(=O)Nc3c(F)cccc3F)c3ccccc3c2=O)c1	11	-1	-4	-10	-3	5	-59	15	-13	-2	1
COc1cc(C(=O)O)ccc1OCc1ccncc1	7	0	-1	9	12	7	12	8	12	9	-2
COc1cc2sc3cc(NCC[C@@H]4CCCN4C)ccc3c(=O)c2cc1OC	-64	-5	-65	-168	5	0	-99	-82	-112	-80	9
Cc1ccc([C@@H]2[C@@H]3C(=O)N(c4ccccc4)C(=O)[C@@H]3[C@]3(C)C(=O)N(CC4CC4)CC(=O)N23)o1	-3	11	-23	-3	-5	5	13	1	1	2	-3
CC1CCN(C(=O)c2ccc(NC(=O)CC3SC(N4CCCC4)=NC3=O)cc2)CC1 (stereo unspecified)	-4	-3	-27	-48	-10	-8	3	9	0	4	-1
CN[C@H]1C[C@@H](c2ccccc2)N(C(C)=O)C[C@H]1CO	-8	nt	1	22	-2	-10	-7	9	-18	-3	-12
CCOC(=O)c1[nH]c(C)c(C(=O)OCCOc2cccc(C)c2)c1C	-9	4	-1	-14	-2	-14	2	-17	-39	18	0
COc1cccc(CNC(=O)CCS(=O)(=O)c2cccs2)c1	3	1	-5	6	-7	11	19	-15	-7	-15	6
O=C(NCCN1CCCCC1)Nc1cccc(C(F)(F)F)c1	21	-13	-10	-11	-6	-1	-7	13	6	6	-8
CC(C)(C)NC(=O)C(=O)N/N=C/c1cccs1	-26	-13	-64	-34	-1	2	4	-39	-48	-64	2
COc1cc2c(cc1OC)C(=Cc1ccc(N(C)C)cc1)C=C2	-24	-4	-40	-6	-13	-7	8	-29	-26	-32	5
CCCCNc1cc(=O)n(C)c(=O)[nH]1	-4	5	11	6	6	4	0	19	-11	1	-2
O=C1c2cccc3c(Cl)ccc(c23)C(=O)N1O	13	0	8	-9	-3	-9	-7	21	-5	27	3
O=C(CC1Sc2ccccc2NC1=O)OC(C(=O)NCCc1ccccc1)c1cccnc1 (stereo unspecified)	-3	-11	-5	-9	-1	-8	14	-4	36	3	4
COc1ccc(/C=N/NC(=O)c2ccn[nH]2)cc1COc1ccc(F)cc1	-42	3	-49	-41	1	5	26	-58	-54	-71	9
CC(C)C(=O)Nc1ccc(C=C2C=Cc3ccccc32)cc1	-42	nt	-114	-44	-18	10	-5	-100	17	-147	2
CCOc1nc(SCCOc2ccccc2)nc(N(C)C)n1	-14	-4	1	5	-1	7	1	-11	-5	-2	-5
CCCCc1ccc(NC(=O)CN2C(=O)NC(Cc3ccccc3)C2=O)cc1 (stereo unspecified)	-10	3	5	-16	-2	5	4	-7	-7	-24	0
CC(C)CC(NC(=O)C(NC(=O)C1CCC(=O)N1C(=O)OCc1ccccc1)C(C)C)C(=O)N1CCCC1C(N)=O (stereo unspecified)	-14	-2	-23	-12	18	-13	8	-2	5	10	-7
CCCN(C(=O)c1cc(S(=O)(=O)N2CCN(CC)CC2)ccc1Cl)C1CCS(=O)(=O)C1 (stereo unspecified)	-17	4	11	2	7	5	14	1	5	-17	26*
Cc1cccc(NC(=O)C23CCC(C)(C2Br)C3(C)C)c1 (stereo unspecified)	27	-4	8	6	-1	-3	0	12	2	2	-6
O=C(O)c1ccc(CS(=O)(=O)c2c(Cl)cccc2Cl)o1	3	2	21	-12	-6	-2	11	-4	9	-10	3
Cc1ccc2nc(-c3ccc(NC(=O)C(C)Sc4nncs4)cc3)sc2c1 (stereo unspecified)	-2	0	-95	-15	42	-5	89*	-81	73*	-150	2
c1ccc(-c2cc(NCCN3CCCCC3)c3ccccc3n2)cc1	-7	8	17	-73	34	5	-47	28	-22	12	5
CCN(CC)CCNC(=O)Cn1nc(-c2ccc(C)cc2)ccc1=O	11	11	-5	-21	0	-3	1	12	3	2	2
Cc1ccccc1Nc1nc(-c2cccnc2)nc2ccccc12	9	3	-7	-10	0	-4	21	-2	11	43	-4
O=C(CSc1nnc(CNc2ccc(Cl)cc2)o1)Nc1nc2c(s1)CCCC2	10	3	2	-17	2	-2	13	8	15	10	-13
COc1cccc2cc(C(C)N(CCCN3CCOCC3)C(=S)Nc3ccc(C)cc3)oc12 (stereo unspecified)	11	-6	-11	-18	0	0	14	3	6	11	4
Clc1ccc(SCCn2ccnc2)cc1	13	-5	11	19	-2	-3	1	19	8	6	3

Part of the list above, set out differently.
Below each compound: NR2F2 inh, TLR9-MyD88 inh, SRC1 inh, NCOA2 inhibitor, Granule exo inh, NOD2 RIPK2 PPI, TWEAK Fn14 block, NCOA3 inh, TROY NFkB inh, LRH-1 inv ag, ABHD5 PLIN5 PPI
> CCN(CC)CCNC(=O)Cn1nc(-c2ccc(C)cc2)ccc1=O
→ 11, 11, -5, -21, 0, -3, 1, 12, 3, 2, 2
> Cc1ccccc1Nc1nc(-c2cccnc2)nc2ccccc12
→ 9, 3, -7, -10, 0, -4, 21, -2, 11, 43, -4
